TEAD-YAP inh – TEAD-YAP interaction inhibition, primary screen, TEAD-YAP interaction inhibitor project, luminescence, HEK-TIYL cells. AID 1259422, 2018. inhibition, % at 9.12 µM. TEAD-Gal4/YAP UAS-luciferase luminescence. 640,000 tested, 1.4% active; in the data active = inhibition above about 32%;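 note: 0% = median of test compound wells and 100% = reference inhibitor wells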
FBW7 activator – FBW7 E3 ligase activators, primary screen, biochemical, AlphaScreen, human; F-box/WD repeat-containing protein 7 (Homo sapiens), Q969H0; AlphaScreen FBW7–phospho-cyclin E peptide binding, activator screen; normalized activity (activation), % at 26.1 µM; 650,000 tested, 0.13% active; in the data active = normalized activity above about 1.9%;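 note: purified mutant Fbw7 with reduced substrate affinity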
Target sequence (Q969H0 whole entry, looked up): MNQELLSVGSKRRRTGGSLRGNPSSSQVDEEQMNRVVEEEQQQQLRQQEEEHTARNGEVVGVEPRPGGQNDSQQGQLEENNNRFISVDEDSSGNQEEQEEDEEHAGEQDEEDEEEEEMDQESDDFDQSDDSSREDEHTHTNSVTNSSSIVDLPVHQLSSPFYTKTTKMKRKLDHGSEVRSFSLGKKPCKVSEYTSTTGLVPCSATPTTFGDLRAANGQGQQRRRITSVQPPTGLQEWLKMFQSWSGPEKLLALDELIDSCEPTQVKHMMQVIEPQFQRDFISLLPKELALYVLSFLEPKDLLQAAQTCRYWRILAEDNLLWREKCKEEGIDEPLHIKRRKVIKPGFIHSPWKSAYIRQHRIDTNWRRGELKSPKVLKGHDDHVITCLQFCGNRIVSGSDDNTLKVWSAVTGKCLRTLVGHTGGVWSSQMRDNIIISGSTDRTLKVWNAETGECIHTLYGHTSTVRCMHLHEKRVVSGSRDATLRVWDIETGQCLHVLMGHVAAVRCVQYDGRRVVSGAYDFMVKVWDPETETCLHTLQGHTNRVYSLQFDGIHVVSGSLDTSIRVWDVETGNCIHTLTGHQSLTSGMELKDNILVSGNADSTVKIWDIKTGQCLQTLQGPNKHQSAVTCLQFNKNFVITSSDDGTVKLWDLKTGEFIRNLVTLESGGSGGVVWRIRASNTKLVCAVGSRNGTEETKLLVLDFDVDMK
GPR151 ag – activators of human GPR151, primary screen, cell-based, PathHunter beta-arrestin, luminescence. G-protein coupled receptor 151 (Homo sapiens), Q8TDV0. PathHunter beta-arrestin GPR151 cells. activation, % at 11.2 µM. 650,000 tested, 1% active; in the data active = activation above about 4.9%;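 note: 0% = median of compound wells and 100% = cells with positive control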
MITF inh – MITF inhibitors, primary screen, biochemical, AlphaScreen, human | Microphthalmia-associated transcription factor (Homo sapiens), O75030 | AlphaScreen MITF homodimerization, bead proximity signal | inhibition, % at 2.6 µM | 650,000 tested, 0.91% active | AID 1259374, 2018; in the data active = inhibition above about 50%;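 note: 0% = vehicle wells with protein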
Active calls of the source: *. Rows are unselected; overall some 3.4% were active at least once.

Each structure is followed by: TEAD-YAP inh, FBW7 activator, GPR151 ag, MITF inh
- Cc1ccccc1OC(C)C(=O)NCc1ccccc1 (stereo unspecified)
    -16.7, -0.1, 1.3, 6.8
- Cc1ccc(C(=O)Nc2ccc(Br)cc2)cc1
    -61.2, 0.1, -1.9, 6.2
- CCCNC(=O)c1oc2ccc3c(c2c1C)C(=O)CC(C)(C)O3
    -29.4, 0.0, 0.5, 5.8
- COC(=O)c1ccc(C2/C(=C(\O)c3ccc(F)cc3)C(=O)C(=O)N2c2ccccn2)cc1 (stereo unspecified)
    -7.1, 0.1, 1.2, 6.3
- CC1CN(C(=O)N2CCC(C(=O)NCCCc3ccccc3)CC2)c2ccccc2O1 (stereo unspecified)
    8.6, 0.0, 0.3, 8.4
- O=C(NNC(=O)C(O)(c1ccccc1)c1ccccc1)Nc1cccc(Cl)c1
    5.3, -0.1, -0.3, -1.5
- O=S(=O)(Nc1ccc(F)cc1)c1cccc(Cl)c1
    1.9, -0.1, -0.6, -4.1
- CN1CCN(c2ncc(-c3ccccc3CO)n3ccnc23)CC1
    0.1, 0.2, -0.6, -12.0
- Oc1cccc(/C=N/Nc2nc3ccccc3[nH]2)c1
    -19.1, 0.4, -1.3, 4.5
- COc1ccccc1NC(=O)C1C(C)Nc2ncnn2C1c1ccccc1 (stereo unspecified)
    -10.8, -0.1, 0.0, -3.8
- CCN(CC)c1ccc(/C=N/NC(=O)c2ccccc2OC)cc1
    -11.2, 0.0, -1.7, 8.6
- CCOC(=O)C1CCCN(S(=O)(=O)c2cc(Cl)ccc2Cl)C1 (stereo unspecified)
    -2.4, 0.1, 1.7, -1.4
- Cn1c(SCC(=O)Nc2ccc(Cl)cc2)nnc1-c1ccccc1N
    4.5, 0.0, -0.6, 0.9
- O=C(CN1CC(=O)N2CCCC2C1=O)NCCCN1CCCCCC1 (stereo unspecified)
    2.8, 0.0, 2.2, -0.7
- CCOc1ccccc1N(C)C(=O)Cc1c(C(=O)O)n(CC)c2ccccc12
    3.5, -0.1, 0.0, -4.3
- CC(=O)OCC(OC(C)=O)C(OC(C)=O)C(OC(C)=O)C(=O)Nc1ccc(Cl)cc1 (stereo unspecified)
    2.6, 0.1, -0.3, 20.8
- FC(F)(F)c1ccc(Cn2cnc3c(Nc4ccc(Oc5ccccc5)cc4)nc(-c4csc5ccccc45)nc32)cc1
    -10.3, 0.3, -1.0, 20.5
- Cc1ccccc1NC(=O)C1CCCN1S(=O)(=O)c1cccc2cccnc12 (stereo unspecified)
    -38.6, 0.4, 0.7, 0.5
- O=c1c2ccccc2c(-c2ccccc2)nn1CCc1ccccc1
    -4.2, 0.1, -0.8, -2.3
- O=C1NC(=O)C(CCc2ccccc2)(C2CCN(Cc3cccc4ncccc34)CC2)N1 (stereo unspecified)
    7.4, 0.2, -2.0, 17.3
- OCCC1CN(Cc2ccc3ccccc3n2)CCN1CCc1ccccc1 (stereo unspecified)
    2.8, 0.2, -2.1, 15.2
- Cc1cc(S(=O)(=O)NCCCSC2CCCCC2)ccc1F
    -4.7, -0.1, 2.7, 1.9
- COC(=O)c1c(C)oc2ccc(NS(=O)(=O)c3ccc4ccccc4c3)cc12
    5.2, 0.6, 0.7, 3.6
- COc1ccc(CCS(=O)(=O)NCCn2nc(C)cc2C)cc1
    0.7, -0.1, 1.1, 0.9
- CC(C)(c1ccccc1)c1ccc(OCC(=O)Nc2ccc3c(c2)OCO3)cc1
    0.0, -0.1, 2.9, 0.4
- Cc1ccc(NC(=O)Cn2c(=O)oc3cc(S(=O)(=O)N4CCOCC4)ccc32)c(C)c1
    2.8, 0.3, 0.6, 15.0
- COc1cc(-c2nc(C(N)=O)c3[nH]c(=O)n(-c4cccc(C)c4)c3n2)cc(OC)c1OC
    20.2, -0.1, 0.4, 7.2
- COc1ccc(NC(=O)CN2C(=O)C(c3ccc(Cl)cc3)=NC23CCCCC3)cc1
    7.0, 0.0, 0.8, 7.3
- Cc1ccc(Cl)cc1NC(=O)c1ccc(N2CC3CC(C2)c2cccc(=O)n2C3)c(NC(=O)c2ccc(F)cc2)c1 (stereo unspecified)
    -1.3, 0.0, -1.0, 5.8
- CC1=C(C(=O)OCc2ccccc2)C(c2cn(-c3ccccc3)nc2-c2ccc(Cl)cc2)C(C(=O)OCc2ccccc2)=C(C)N1
    -5.6, 0.8, -1.9, 29.0
- CCCCN(C)CCNC(=O)CCCCCn1c(=S)[nH]c2cc3c(cc2c1=O)OCO3
    -8.7, -0.1, -0.9, -11.4
- O=C(O)CCCC(=O)Nc1ccc(O)cc1
    1.1, 0.1, 1.1, -3.9
- Cc1cc(=O)oc2cc3c(cc12)OCO3
    0.7, 1.2, -0.3, -1.3
- CCOC(=O)c1ccc(COC(=O)c2cc(Br)ccc2NC(C)=O)cc1
    -12.8, -0.1, 6.3*, -1.2
- Cc1cc(C)cc(NC(=O)CSCC(NC(=O)/C=C/c2cccc([N+](=O)[O-])c2)C(=O)O)c1 (stereo unspecified)
    8.4, 0.1, -0.2, -13.1
- Clc1cc2c(cc1CSc1nnc3c(n1)[nH]c1ccccc13)OCO2
    5.7, -0.1, -2.1, 5.0
- CCOc1ccc(NC(=O)CN(c2cccc([N+](=O)[O-])c2)S(=O)(=O)c2ccccc2)cc1
    10.6, -0.3, -0.6, -6.3
- COC(=O)C1=C(C)NC2=C(C(=O)CC(C)(C)C2)C1c1ccc(OC)cc1OC (stereo unspecified)
    -2.4, 0.5, 0.3, 6.3
- COc1ccc(CN(CCN(C)C)c2ncccn2)cc1
    6.6, 0.0, 0.8, 10.4
- Cc1nn(C)c(C)c1/C=C/c1ccc2cccc([N+](=O)[O-])c2n1
    -77.3, -0.1, 0.8, -1.3

Nothing new here: entries from further up.
Each structure is followed by: TEAD-YAP inh, FBW7 activator, GPR151 ag, MITF inh
- COc1ccc(NC(=O)CN2C(=O)C(c3ccc(Cl)cc3)=NC23CCCCC3)cc1
    7.0, 0.0, 0.8, 7.3
- Cc1ccc(Cl)cc1NC(=O)c1ccc(N2CC3CC(C2)c2cccc(=O)n2C3)c(NC(=O)c2ccc(F)cc2)c1 (stereo unspecified)
    -1.3, 0.0, -1.0, 5.8
- CC1=C(C(=O)OCc2ccccc2)C(c2cn(-c3ccccc3)nc2-c2ccc(Cl)cc2)C(C(=O)OCc2ccccc2)=C(C)N1
    -5.6, 0.8, -1.9, 29.0
- CCCCN(C)CCNC(=O)CCCCCn1c(=S)[nH]c2cc3c(cc2c1=O)OCO3
    -8.7, -0.1, -0.9, -11.4
- O=C(O)CCCC(=O)Nc1ccc(O)cc1
    1.1, 0.1, 1.1, -3.9
- Cc1cc(=O)oc2cc3c(cc12)OCO3
    0.7, 1.2, -0.3, -1.3
- CCOC(=O)c1ccc(COC(=O)c2cc(Br)ccc2NC(C)=O)cc1
    -12.8, -0.1, 6.3*, -1.2
- Cc1cc(C)cc(NC(=O)CSCC(NC(=O)/C=C/c2cccc([N+](=O)[O-])c2)C(=O)O)c1 (stereo unspecified)
    8.4, 0.1, -0.2, -13.1
- Clc1cc2c(cc1CSc1nnc3c(n1)[nH]c1ccccc13)OCO2
    5.7, -0.1, -2.1, 5.0
- CCOc1ccc(NC(=O)CN(c2cccc([N+](=O)[O-])c2)S(=O)(=O)c2ccccc2)cc1
    10.6, -0.3, -0.6, -6.3

More compounds:
Each structure is followed by: TEAD-YAP inh, FBW7 activator, GPR151 ag, MITF inh
- COc1ccc2c(c1)c(=O)oc1cc(OCc3ccc(F)cc3)ccc12
    5.9, -0.5, -0.5, -1.6
- O=C(CSc1ccccc1)N1CCCCC1
    -18.2, 0.0, 2.8, 5.2
- COc1ccc(Cl)cc1-n1c(=S)sc2c(=O)[nH]c(SCC(=O)NCCC(C)C)nc21
    1.1, 0.1, -1.6, 9.1
- Cc1onc(-c2ccccc2)c1C(=O)NC1CC2CCC1(C)C2(C)C (stereo unspecified)
    1.6, 0.2, -0.7, 10.2
- Cc1ccc(NS(=O)(=O)c2ccc3c(c2)oc(=O)n3C)nc1
    1.1, -0.1, -0.2, 17.0
- COc1ccc(NC(=O)C(=S)N2CCOCC2)cc1
    -4.3, -0.1, 0.4, -17.8
- CC(C)(C)C(=O)CSc1nc2cc(C(=O)Nc3cccc(Cl)c3)ccc2c(=O)n1CCc1ccccc1
    -11.3, -0.1, 1.1, 1.8
- Cc1nc2ccccc2c(=O)n1-c1cccc(NC(=O)CC(C)(C)C)c1
    -1.5, -0.1, -0.2, 4.0
- Cc1ccc(-c2nc(NCCCO)c3ccccc3n2)cc1
    8.2, 0.1, 0.1, 19.7
- COc1ccc([N+](=O)[O-])cc1NC(=O)C1(c2ccc(OC)c(OC)c2)CCOCC1
    -5.4, -0.2, 0.1, -15.0
- COc1ccccc1NC(=O)C1c2ccccc2C(=O)N2CCc3ccccc3C12 (stereo unspecified)
    -10.7, -0.2, 2.7, -13.1
- O=C(CN1CCN(C(=O)c2ccco2)CC1)Nc1cc(C(F)(F)F)ccc1Cl
    -8.6, 0.0, 3.0, 3.8
- Cc1ccc(C2CC(C(F)(F)F)n3nc(C(=O)Nc4cccnc4Cl)cc3N2)cc1 (stereo unspecified)
    -6.2, -0.1, -0.5, -14.4
- COc1ccc2cc3c(N)c(C(=O)N4CCCC4)sc3nc2c1
    -45.1, -0.1, -1.1, 5.3
- O=C(CN1C(=O)COc2ccc(Cl)cc21)N1CCCC1
    0.7, -0.1, 1.1, 1.4
- Cc1cc([N+](=O)[O-])c(NCCCC(=O)O)c([N+](=O)[O-])c1
    -7.5, -0.2, 0.0, 3.2
- O=C(O)c1cccc(NC(=S)NC(=O)c2cccs2)c1
    -16.5, 1.1, -2.3, 14.3
- CCOCCCNCC(=O)Nc1ccc(OC)cc1
    -1.8, -0.2, 0.2, 5.6
- COC(=O)CSc1nnnn1-c1ccc2c(c1)OCO2
    0.6, 0.0, -0.5, 2.5
- CCOc1ccc(/C=N\NC(=O)c2cncc(Br)c2)cc1
    -2.8, 0.3, 4.0, -10.0
- Cc1ccc(N2C(=O)CC(Sc3ccccc3C(=O)O)C2=O)c(C)c1 (stereo unspecified)
    9.7, 0.1, 0.5, 12.6
- CCOC(=O)c1c(-c2ccccc2)oc2ccc(N(C(=O)c3ccncc3)S(=O)(=O)c3ccc(C)cc3)cc12
    8.5, 0.0, -0.2, 8.0
- Clc1ccc(COc2ccc(/C=N/n3cnnc3)cc2)c(Cl)c1
    -23.8, 0.1, 1.3, 8.5
- O=C(/C=C/c1ccccc1)NC(NC(=O)/C=C/c1ccccc1)c1ccc(OCc2ccc3ccccc3c2)cc1
    2.1, -0.1, 2.9, -2.8
- O=C(Nc1ccccc1C(=O)O)c1cccc(NC(=O)C(F)(F)F)c1
    15.4, 0.2, 0.7, 9.6
- C=CCN(c1ccccc1)S(=O)(=O)c1ccc(F)c(C(=O)Nc2ccc(C(C)C)cc2)c1
    35.6*, 0.2, 1.1, 15.7
- O=C(Nc1ccc(I)cc1)c1ccc(Cl)c(S(=O)(=O)N2CCOCC2)c1
    -0.2, -0.1, -0.6, 8.9
- CC1(C)CC(NC(=O)C(Cl)Cl)CC(C)(CNC(=O)C(Cl)Cl)C1 (stereo unspecified)
    4.1, -0.1, -0.4, 16.0
- CC(C)(C)c1ccc(C(=O)Nc2cc(C(=O)N3CCCCCC3)ccc2N2CC3CC(C2)c2cccc(=O)n2C3)cc1 (stereo unspecified)
    -14.2, -0.1, -0.5, -10.7
- CCOc1ccc(-n2cc(-c3ccccc3)c3c(Nc4ccccc4C)ncnc32)cc1
    -1.2, 0.2, 3.1, 4.6
- CCN1CCN(C(=O)CN(c2cc(Cl)ccc2Cl)S(C)(=O)=O)CC1
    4.0, 0.1, -0.4, 16.0
- Cc1nn2c(SCC(=O)NC3CCCCC3)nnc2[nH]c1=O
    -5.6, 0.1, 0.1, 8.0
- CCc1ccc(NC(=O)c2ccccc2N)cc1
    -21.5, 0.2, -3.9, 7.8
- O=C(COC(=O)CSCC(=O)Nc1cccc2ccccc12)Nc1ccc(Br)cn1
    -1.8, 0.0, 0.2, -6.7
- CCc1[nH]n2c(=O)c3c(nc2c1-c1ccc(OC)cc1)CCC3
    -0.2, 0.0, -0.8, -4.4
- CCc1c(C)nc2cc(-c3cc(OC)cc(OC)c3)nn2c1NCCCN(C)C
    -3.1, -0.1, 0.7, -6.0
- CCOC(=O)C1CCN(S(=O)(=O)c2ccc(C(C)(C)C)cc2)CC1
    4.1, -0.1, 0.4, -0.8
- COC(=O)C1=CN(c2ccc(C(=O)OC)cc2)C=C(C(=O)OC)C1c1cc(C)ccc1C
    -7.7, -0.1, -0.4, -0.9
- O=C(CCCC(=O)Nc1ccccc1Cl)Nc1ccccc1Cl
    2.5, 0.3, 1.2, -21.0
